GSH bead fluor = compound fluoresces at 488/530 nm on GSH beads; fluorescence (KMESF) at 10 µM; 0.25% of 190,000 active; GSH beads flow cytometry, compound fluorescence 488/530 nm; active compounds read high; in the data active = fluorescence above about 89;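 note: glutathione beads carrying GST-tagged Bcl family fusion proteins plus one bare bead set; values are compound well signal with DMSO vehicle wells as background; inactives centre near 16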
RGS8-Gao = human RGS8-Galphao interaction regulation | P09471 | multiplexed bead flow cytometry, RGS8-Galphao binding; actives lie on both sides | response (percent of control binding), % at 10 µM | 0.34% of 220,000 active; in the data active = response below about 60% or above about 140%; inactive = in between;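 note: Galphao activated as the GDP aluminium fluoride complex binding bead-coupled RGS8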
ABCG2 block = human ABCG2 inhibition, ABCB1 as counter-screen. IgMXP3 cells, JC-1 efflux, flow cytometry. 0.1% of 190,000 active. Q9UNQ0. inhibition, % at 6.6 µM;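 active = inhibition above 80%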;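 note: 0% = DMSO and 100% = nicardipine control wells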
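Measure – % inhibition of efflux relative to nicardipine and DMSO · Test system – ABCG2 IgMXP3 and barcoded ABCB1 CCRF-Adr cell mix · Control set – nicardipine as high control, DMSO as low control · Compound – one concentration, 6.6 µM final · Signal – flow cytometry of retained JC-1 fluorescence · Timing – 10 min exposure at 25 °C with rotation, no wash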
RGS7-Gao reg = modulates binding of RGS7 to human Galphao; P09471; Multiplexed bead flow cytometry; actives lie on both sides; binding response (% of control), % at 10 µM; 0.35% of 220,000 active; AID 1439; in the data active = binding response below about 49% or above about 150%; inconclusive = no clear call, values can overlap the other calls; inactive = in between;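 note: fluorescent Galphao held in activated GDP-AlF4 state binding bead-coupled RGS7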
Bim-Mcl-1 = inhibitors of Bim-Mcl-1 interaction, human. Q07820. Bead-based flow cytometry, Bim peptide-Mcl-1 binding. inhibition, % at 10 µM. 0.1% of 190,000 active. AID 1009; in the data active = inhibition above about 40%;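 note: 0% = no compound tracer wells and 100% = peptide blocker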
Avidin fluor = avidin bead compound fluorescence profile. AID 1775. 0.38% of 220,000 active. Avidin beads, compound fluorescence 488/530 nm, flow cytometry; active compounds read high. fluorescence (KMESF) at 10 µM; in the data active = fluorescence above about 47; note: inactives centre near 10
Mcl1-Noxa inh = disrupts binding of human Mcl-1 to Noxa peptide; Q07820; TR-FRET Mcl-1/Noxa peptide binding, 2 h; inhibition, % at 21.7 µM; 1.5% of 220,000 active; AID 1022;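 active = compounds that cut the protein-peptide binding signal by more than 50% relative to plate controls in a single-dose test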;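 note: His-tagged Mcl-1 with rhodamine Noxa BH3 peptide and terbium anti-His antibody; 0% = Mcl-1 plus Noxa peptide wells and 100% = peptide-only wells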
Mcl1-Bid inh = Mcl-1/Bid interaction inhibition; 0.97% of 220,000 active; Q07820; inhibition, % at 21.7 µM; TR-FRET Mcl-1/Bid-Dy647 peptide binding, 1536-well;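 active = compounds that cut the binding signal by more than half at the single screening dose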;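 note: His-tagged Mcl-1 with europium anti-His antibody binding Bid BH3 peptide; 0% = Mcl-1 plus peptide wells and 100% = peptide-only wells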
ABCB1 block = blocks JC-1 efflux by human ABCB1 transporter. inhibition, % at 6.6 µM. CCRF-Adr cells, flow cytometry. 0.067% of 190,000 active. P08183; in the data active = inhibition above about 40%;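 note: 0% = vehicle and 100% = reference inhibitor; higher value means more JC-1 retained so stronger ABCB1 efflux block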
RGS4-Gao reg = modulates binding of RGS4 to human Galphao; P09471; Multiplexed bead flow cytometry; actives lie on both sides; binding response (% of control), % at 10 µM; 0.33% of 220,000 active; AID 1415; in the data active = binding response below about 49% or above about 150%; inactive = in between;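 note: fluorescent Galphao activated with aluminum fluoride binding bead-coupled RGS4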
Pf gametocyte = inhibitors of late stage P. falciparum gametocyte viability. P. falciparum stage V gametocytes, ATP luminescence, 24 h. inhibition, % at 10.9 µM. 0.065% of 150,000 active. AID 743093;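 active = inhibition above the mean plus 3 SD of compounds within the control limits, set per campaign, cut at about 38% in these data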;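 note: 0% = DMSO wells and 100% = medium only without gametocytes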
An asterisk follows results filed as active; u = inconclusive; x = not tested or not shown. Hits appear at their usual frequency; any-hit rate near 3.3%.

SMILES	GSH bead fluor	RGS8-Gao	ABCG2 block	RGS7-Gao reg	Bim-Mcl-1	Avidin fluor	Mcl1-Noxa inh	Mcl1-Bid inh	ABCB1 block	RGS4-Gao reg	Pf gametocyte
CSCC[C@H](NC(=O)NCCc1ccc(F)cc1)C(=O)O	13	102	0	102	x	13	-3	-99	0.2	94	x
Cc1ccc(-c2nc(CSCC(=O)N3CCOCC3)c(C)o2)cc1	23	98	1	97	0	20	-19	-37	0.3	96	5
O=C(C1CCCO1)N1CCN(C(=S)Nc2ccccc2F)CC1 (centres undefined)	13	100	1	99	-3	11	-9	-14	0.2	99	6
O=C(CN1c2ccccc2Sc2ccccc21)N/N=C/c1ccccc1	x	102	x	u	x	8	2	-26	x	95	-27
CC1CN(C2CCN(C(=O)c3ccccc3Cl)CC2)CC(C)O1 (centres undefined)	33	104	0	103	0	15	27	33	-0.1	102	-22
O=[N+]([O-])c1ccc(N/N=C/c2ccc[nH]2)cc1	11	97	14	102	-6	15	22	-30	1.0	98	-7
CC(=O)Nc1c(C(=O)O)oc2ccc(Cl)cc12	11	92	3	98	-1	17	11	14	0.7	94	-14
O=C(c1cnc2n(c1=O)CCS2)N1CCN(C(c2ccccc2)c2ccc(Cl)cc2)CC1 (centres undefined)	20	100	1	100	0	8	0	-2	0.3	102	x
O=C(Oc1cc(Cl)cc(Cl)c1)c1cnc2n(c1=O)CCS2	x	103	x	u	x	4	8	1	x	108	12
C=CCn1c(=O)n(CCOC)c(=O)c2sc3ccccc3c21	20	102	1	111	0	35	0	-5	0.1	105	x
O=C(c1noc2c1CCCC2)N1CCc2c([nH]c3ccccc23)C1c1ccccn1 (centres undefined)	17	100	6	97	-3	5	8	-36	1.1	96	-24
Cc1ccc(-n2c(Cc3cccs3)nnc2SCC(N)=O)cc1	23	100	3	98	0	10	7	-10	0.5	99	x
C=CCn1c(NCc2ccc(N(C)C)cc2)nc2ccccc21	19	92	2	93	0	11	21	-58	0.2	81	x
CCOC(=O)C1=C(c2ccc(OC)cc2)OC(N)=C(C#N)C1c1cccnc1 (centres undefined)	x	99	x	u	x	3	9	-84	x	96	-3
CCOC(=O)c1cc(C)nc(SC)c1C#N	x	100	x	u	x	8	2	2	x	101	-1
Cc1cc(C)nc(SCCC(=O)Nc2ccccc2)n1	16	106	10	109	-5	11	-4	-19	0.6	107	3
NC(=O)c1c(N)sc(=S)n1CC1CCCO1 (centres undefined)	23	100	0	98	-2	36	9	-29	0.0	100	x
O=c1c2c3c(sc2n2c(=S)[nH]nc2n1-c1ccccc1)CCC3	x	102	x	u	x	9	10	-53	x	103	24
Cn1c(=O)c2c(ncn2CC(=O)Nc2ccc(N3CCOCC3)cc2)n(C)c1=O	10	101	-1	100	-3	9	12	-35	-0.1	101	8
CN(c1ccc(OCC(=O)N2CCCCC2)cc1)S(=O)(=O)c1cccs1	13	99	1	100	0	10	1	-21	0.4	98	x
CCc1cccc(CC)c1NC(=O)COC(=O)c1cccc(-c2ccc(OC(C)=O)cc2)c1	19	101	0	100	-4	14	12	16	-0.1	100	-1
C/C(CC(=O)Nc1ccc(OCc2ccccc2)cc1)=N\NC(=O)C(=O)Nc1cccc(C)c1	5	97	2	95	-1	12	-9	-38	0.2	96	-19
CCCOc1cc(C)c(S(=O)(=O)NC2CC(C)(C)NC(C)(C)C2)cc1C	8	100	16	102	-11	7	8	-34	0.4	99	14
CC(C)(C)NC(=O)CN(Cc1ccc(F)cc1)C(=O)Cn1nnc(-c2ccc(F)cc2)n1	9	103	0	98	0	10	5	1	0.2	98	3
CCN(CC)S(=O)(=O)c1ccc(/C=C/C(=O)N(c2ccccn2)C2CCCCC2)cc1	15	99	17	u	-5	11	10	-9	3.0	99	1
CCOc1ccc(-c2nnn(CC(=O)c3cc(OC)ccc3OC)n2)cc1	21	103	0	100	0	8	-11	0	-0.1	102	15
CCOC(=O)c1sc2nc(SCC#N)n(CC3CCCO3)c(=O)c2c1C (centres undefined)	26	102	-4	102	-1	8	-11	-3	-3.6	108	8
Cc1nn(Cc2ccc(C(=O)O)o2)c(C)c1[N+](=O)[O-]	13	101	0	103	7	11	17	-24	0.1	101	x
O=c1cc[nH]c2c(C(F)(F)F)cccc12	20	101	9	103	-1	9	4	14	1.5	99	12
CCCCCn1c(S(=O)(=O)O)nc2ccccc21	15	103	1	103	-1	8	17	22	0.3	100	19
COc1ccc(-n2c(=O)[nH]cc(C(=O)Nc3ccccc3)c2=O)cc1	20	98	-2	102	2	7	12	-9	-2.1	98	x
CCn1c2ccccc2c2cc(/C=N/n3cnnc3)ccc21	12	101	2	100	-4	38	23	8	0.3	101	x
Cc1ccc(-c2cc3nc(-c4ccccc4)cc(N4CCOCC4)n3n2)cc1	17	103	-2	98	-2	7	-3	-7	-0.6	99	-2
O=C(CCN1CCc2ccccc21)c1ccc2c(c1)OCCO2	26	99	1	96	-3	34	11	-20	0.1	98	x
Cc1nn(C)cc1CNC(=O)c1ccc(Br)o1	4	91	0	89	6	3	4	-2	0.1	89	x
CCOC(=O)c1c(N)sc(C(=O)N(C)C)c1CN1CCOCC1	4	100	0	100	6	9	0	-16	0.1	100	x
COc1ccccc1NC(=O)c1ccc(NS(=O)(=O)c2ccc(F)c(Cl)c2)cc1	16	104	3	100	-9	9	25	-8	0.1	103	6
O=C(CSc1nc2ccccc2nc1SCC(=O)N1CCCCC1)N1CCCCC1	25	88	51	97	3	22	-19	5	23	93	x
O=C(O)CCCC(=O)Nc1ccccc1Oc1ccccc1	x	106	x	u	x	6	-6	3	x	111	-17
Cc1ccsc1/C=N/NC(=O)C1C(=O)NCC1c1ccccc1 (centres undefined)	x	102	x	u	x	6	-8	-17	x	102	14

Part of the list above with just RGS4-Gao reg and Pf gametocyte.
Structure	RGS4-Gao reg	Pf gametocyte
CCOC(=O)c1c(N)sc(C(=O)N(C)C)c1CN1CCOCC1	100	x
COc1ccccc1NC(=O)c1ccc(NS(=O)(=O)c2ccc(F)c(Cl)c2)cc1	103	6
O=C(CSc1nc2ccccc2nc1SCC(=O)N1CCCCC1)N1CCCCC1	93	x
O=C(O)CCCC(=O)Nc1ccccc1Oc1ccccc1	111	-17
Cc1ccsc1/C=N/NC(=O)C1C(=O)NCC1c1ccccc1 (centres undefined)	102	14

More results:
SMILES	GSH bead fluor	RGS8-Gao	ABCG2 block	RGS7-Gao reg	Bim-Mcl-1	Avidin fluor	Mcl1-Noxa inh	Mcl1-Bid inh	ABCB1 block	RGS4-Gao reg	Pf gametocyte
COC(=O)c1ccc2c(=O)n(CCCCCC(=O)O)c(=S)[nH]c2c1	23	94	6	91	-2	6	25	-2	0.3	91	x
Cc1cccc(NC(=O)C2C(c3ccccc3)C2(Cl)Cl)c1C (centres undefined)	23	107	3	102	-6	39	-12	6	0.7	102	-18
CS(=O)(=O)N(CC(=O)N1CCCC1)c1cccc(Cl)c1	18	99	-7	98	-4	24	7	-12	-0.4	98	x
Cc1ccc(S(=O)(=O)N(CC(O)CN2CCOCC2)c2cc(Cl)ccc2Cl)cc1 (centres undefined)	5	104	1	104	4	9	3	-10	1.4	103	x
Fc1ccccc1COc1ccc(Br)cc1CNCC1CCCO1 (centres undefined)	15	102	5	u	3	11	14	-20	2.1	102	-6
Cc1cc(C)cc(NC(=O)c2ccccc2CC[N+](=O)[O-])c1	29	102	0	101	0	14	-29	-3	-2.3	100	24
CCn1c(=O)n(CC)c2cc(S(=O)(=O)N3CCC(c4ccccc4)CC3)ccc21	31	97	4	99	0	15	7	-11	0.8	95	x
O=C(Cc1ccccc1)NC1CCN(C(=O)NCc2ccccc2)CC1	53	98	0	94	1	6	11	-8	0.0	98	x
CCc1cc2c(N3CCN(c4nnc(CC)s4)CC3)ncnc2s1	24	102	4	106	1	6	42	57*	0.5	105	x
CC1=Nn2c(nnc2-c2ccccn2)SC1	5	96	0	96	-2	11	-8	-22	0.1	101	13
COc1ccccc1C(=O)Oc1ccc(C(C)(C)C)cc1	15	99	4	107	-1	18	3	-9	0.7	96	x
COc1ccc(C(=O)Nc2nnc(Cc3cccs3)s2)cc1OC	10	97	5	87	-4	14	-6	-12	0.4	89	x
Cc1csc(NC(=O)C2CCCN2C(=O)Oc2ccccc2)n1 (centres undefined)	53	102	-1	103	-3	5	1	1	-0.3	105	-1
CC(OC(=O)c1cccnc1Cl)C(=O)Nc1ccc2c(c1)OCCO2 (centres undefined)	11	103	2	101	1	23	-6	-10	0.5	103	5
CC(Sc1nnc2ccccn12)C(=O)Nc1ccc2c(c1)OCCO2 (centres undefined)	15	99	7	102	0	7	4	-51	1.6	101	-18
O=C(CN1C(=O)c2ccccc2C1=O)Nc1ccccc1C(=O)N1CCCC1	45	104	12	100	-1	8	2	-21	-0.3	103	20
CCCC(=O)C1=C(O)C(C(=O)OC)C(C)(C)CC1=Nc1ccccc1 (centres undefined)	35	100	4	101	-3	11	10	-10	0.1	103	13
O=C(NCc1ccco1)c1ccc(N2CCOCC2)c([N+](=O)[O-])c1	10	99	1	101	4	6	8	-17	0.1	102	1
COCCNC(=O)CN1CCC(NC(=O)C(C)(C)C)CC1	35	102	7	101	-6	17	-13	-16	-0.6	103	5
c1ccc(C2CN3CCSC3=N2)cc1 (centres undefined)	14	100	-1	99	-2	13	-5	-19	0.1	101	x
CC(C)CCNC(=O)c1c(CSc2ccccc2)noc1C(=O)NCc1ccccc1	x	105	x	u	x	17	-10	-28	x	108	-19
COc1cccc(NC(=O)c2ccc(-c3ccccc3[N+](=O)[O-])o2)c1	14	100	0	104	0	12	27	-21	-0.2	103	4
CC(=O)c1ccc2c(c1)Nc1ccccc1S2	23	101	28	98	0	25	35	-5	1.1	101	-14
CCOC(=O)C1=c2/c(=C/c3ccncc3)c(N)c(C(=O)OC)n2C(=O)C(c2ccncc2)S1 (centres undefined)	16	103	10	103	3	10	30	62*	9.5	105	-3
COc1cc2c3nnc(-c4ccc(F)cc4)c-3cn(Cc3cccc(F)c3)c2cc1OC	90*	103	-1	91	x	19	-96	-122	-0.1	89	x
CCNC(=S)NNC(=O)c1ccccc1Cl	3	81	24	92	-4	8	9	-59	0.5	92	-6
CCOc1ccc2nc(SCC(=O)Nc3nonc3C)[nH]c2c1	23	98	3	94	1	9	-3	-17	0.3	99	-13
Cc1ccc(C(=O)NC(C)c2ccccc2)cc1Br (centres undefined)	15	103	7	99	0	6	-2	-10	0.0	102	22

Copied from the list.
Result for `CCNC(=S)NNC(=O)c1ccccc1Cl` in GSH bead fluor: 3
Result for `COc1cccc(NC(=O)c2ccc(-c3ccccc3[N+](=O)[O-])o2)c1` in Pf gametocyte: 4
